dFosB activator: mouse delta FosB homodimer activation. purified delta FosB, TAMRA-CDK5 oligo fluorescence polarization; percent of positive-control signal above neutral wells. 340,000 tested, 0.99% active. activation, % at 25 µM. P13346. AID 493131;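 active = mean activation above about 17%, with every replicate also reaching it, limit read from the data, passing the limit was not always enough; inconclusive = only one of the two conditions met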;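 note: fluorescence polarization rise as delta FosB binds a TAMRA Cdk5 AP-1 oligo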
Wnt act: activators of Wnt/beta-catenin signaling; activation, % at 9.35 µM; 300,000 tested, 1.2% active; Wnt/beta-catenin reporter cell assay, activator, plate reader; in the data active = activation above about 30%, passing the limit was not always enough; inconclusive = no clear call, values can overlap the other calls;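 note: 0% = neutral control wells and 100% = positive control wells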
CDK5 inh: blocks human CDK5/p35 kinase activity | Recombinant CDK5/p35, ADP-Glo luminescence, 60 min | inhibition, % at 10 µM | 330,000 tested, 0.01% active;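 active = highest replicate inhibition of at least 50% and at least 75% of replicates reaching 50%; inconclusive = only one of the two criteria met; inactive = both criteria failed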;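 note: plate controls were DMSO neutral control for no effect and GW8510 at 10 µM for full effect; many of its hits are not listed in these tables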
Target sequence (Q00535 whole entry, looked up): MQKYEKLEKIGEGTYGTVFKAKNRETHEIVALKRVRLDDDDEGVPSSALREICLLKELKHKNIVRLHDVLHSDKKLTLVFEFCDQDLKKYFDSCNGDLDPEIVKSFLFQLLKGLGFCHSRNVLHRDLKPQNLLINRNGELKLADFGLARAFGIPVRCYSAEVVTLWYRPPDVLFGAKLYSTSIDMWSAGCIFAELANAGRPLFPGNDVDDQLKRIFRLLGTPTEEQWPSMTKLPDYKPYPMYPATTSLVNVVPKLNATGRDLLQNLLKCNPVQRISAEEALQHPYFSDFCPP
Target sequence (Q15078 whole entry, looked up): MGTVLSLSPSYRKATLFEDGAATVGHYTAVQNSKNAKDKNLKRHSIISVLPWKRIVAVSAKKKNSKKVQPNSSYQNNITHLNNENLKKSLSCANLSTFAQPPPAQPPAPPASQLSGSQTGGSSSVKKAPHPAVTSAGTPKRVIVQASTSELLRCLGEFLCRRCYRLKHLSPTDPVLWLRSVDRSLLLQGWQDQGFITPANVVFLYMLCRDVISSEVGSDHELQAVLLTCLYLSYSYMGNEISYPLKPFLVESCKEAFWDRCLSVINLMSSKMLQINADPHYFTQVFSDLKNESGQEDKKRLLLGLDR
SR-BI uptake up: enhances SR-BI lipid uptake from DiI-HDL. AID 504775. CHO ldlA[mSR-BI] cells, DiI-HDL uptake fluorescence, 3 h; 100 = double the neutral-control signal. activation, % at 12.5 µM. 320,000 tested, 0.096% active;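 active = mean replicate activation of at least 60% and every replicate at or above 60%; inconclusive = mean or all-replicate condition met, but not both; inactive = mean below 60% and not all replicates reaching 60%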;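 note: 0% = median plate neutral-control signal and 100% = twice that signal; values of inactives mirror those of a sister screen read the other way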
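System: CHO ldlA[mSR-BI] cells / Medium: HEPES-buffered (25 mM, pH 7.4) F12 plus 0.5% BSA / Probe or stimulus: labelled HDL, 10 µg/mL / Doses: single compound concentration, delivered by pin transfer / Schedule: 3 h, 37 °C / Measured by: DiI fluorescence, bottom read / Measure: cell-associated DiI fluorescence as measure of HDL uptake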
MITF act: MITF TRPM1 promoter activation in melanoma cells; activation, % at 12.5 µM; SK-MEL-5 TRPM1-promoter luciferase, 24 h; % of positive control, neutral wells = 0; 300,000 tested, 0.75% active;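 active = mean activation of at least 80% with every replicate also reaching 80%; inconclusive = mean reaches 80% but some replicate falls short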;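 note: 0% = neutral control wells and 100% = parthenolide positive control wells; values of inactives mirror those of a sister screen read the other way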
SR-BI HDL uptake: blocks mouse SR-BI lipid uptake from DiI-HDL; ldlA[mSR-BI] CHO cells, DiI-HDL uptake fluorescence, 3 h; inhibition, % at 12.5 µM; 320,000 tested, 0.96% active; AID 488896;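 active = mean replicate inhibition of at least 70% and a set share of replicates each scoring 70 or more; inconclusive = meets just one of the two criteria; inactive = fails both criteria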;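 note: 0% = median of neutral control wells and 100% = median of positive control wells; values of inactives mirror those of a sister screen read the other way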
Target sequence (Q61009 whole entry, looked up): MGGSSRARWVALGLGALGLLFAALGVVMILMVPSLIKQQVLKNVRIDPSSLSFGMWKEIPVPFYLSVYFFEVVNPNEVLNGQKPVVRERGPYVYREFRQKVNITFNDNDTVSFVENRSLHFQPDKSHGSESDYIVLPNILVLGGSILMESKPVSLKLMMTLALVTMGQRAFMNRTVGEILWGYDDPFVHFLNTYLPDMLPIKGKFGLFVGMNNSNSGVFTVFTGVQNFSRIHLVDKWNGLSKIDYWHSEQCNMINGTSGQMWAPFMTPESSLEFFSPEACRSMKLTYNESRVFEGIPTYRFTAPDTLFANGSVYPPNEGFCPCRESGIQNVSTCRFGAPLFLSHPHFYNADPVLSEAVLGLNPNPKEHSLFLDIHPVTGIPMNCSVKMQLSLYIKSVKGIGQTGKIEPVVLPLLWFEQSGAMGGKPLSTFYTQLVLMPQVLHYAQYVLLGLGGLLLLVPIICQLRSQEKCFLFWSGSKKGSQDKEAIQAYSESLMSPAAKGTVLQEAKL
PvdQ acylase: P. aeruginosa PvdQ acylase inhibition; purified PvdQ acylase, fluorescence plate reader; AID 488965; inhibition, % at 10 µM; 340,000 tested, 0.063% active; in the data active = inhibition above about 30%, passing the limit was not always enough; inconclusive = no clear call, values can overlap the other calls;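 note: 0% = vehicle neutral wells and 100% = reference inhibitor wells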
Rtt109 Vps75: C. albicans Rtt109 histone acetyltransferase inhibition; Q5AAJ8; purified Rtt109/Vps75, ThioGlo CoA-SH fluorescence, 4 h; inhibition, % at 34.9 µM; 330,000 tested, 0.16% active; AID 540336;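 active = inhibition of at least 50% in every replicate; inconclusive = best replicate reaches 50% inhibition but some replicates fall short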
cardiac RTF act: increases calcium sensitivity of human cardiac regulated thin filaments. 340,000 tested, 0.24% active. P19429+P45379. IANBD-labeled TnC RTF fluorescence at EC20 calcium; 0% EC20 calcium, 100% full calcium. activation, % at 7.2 µM;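 active = activation above the mean over all tested compounds plus 3 SD, cut at about 30% in these data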;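 note: rise in fluorescence read as greater calcium sensitivity of cardiac thin filaments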
HTR5A ag: counter-screen for OPRM1-OPRD1 agonists: human HTR5A agonism | P47898 | HTR5A agonist assay, luminescence, cell-based | activation, % at 9.3 µM | 340,000 tested, 0.61% active | AID 504692; in the data active = activation mostly above about 9.5%, no sharp cut-off; inactive = mostly below about 7.6%;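 note: 0% = cells with vehicle only and 100% = reference agonist; strong numbers were not always called active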
An asterisk follows results filed as active; ? = inconclusive; . = no result given. Not all compounds are listed; count on the stated rates, not on these rows.

SMILES	dFosB activator	Wnt act	CDK5 inh	SR-BI uptake up	MITF act	SR-BI HDL uptake	PvdQ acylase	Rtt109 Vps75	cardiac RTF act	HTR5A ag
O=C(c1ccc(CS(=O)(=O)c2ccc(Br)cc2)o1)N1CCC2(CC1)OCCO2	-5	.	0.7	4	7	-4	1	6	-2	-4
CC(=O)NC1=C(N2CC2C)C(=O)C(NC(C)=O)=C(N2CC2C)C1=O (stereo not drawn)	-1	-3	0.3	8	5	-8	-12	3	-2	-2
COc1ccccc1OCCCn1cc(C(=O)c2ccco2)c2ccccc21	1	?	-0.8	-43	13	43	-10	-2	-4	7
Cc1cc(OCC(=O)NC(Cc2ccc(Cl)cc2)C(=O)O)c2c3c(c(=O)oc2c1)CCCC3 (stereo not drawn)	-16	-1	0.3	-10	-4	10	-1	21	0	3
CN1C(=O)C(Cc2nc3ccccc3c(=O)n2-c2ccccc2)c2ccccc21 (stereo not drawn)	-10	.	-0.6	26	-6	-26	-7	0	-3	3
Cc1ccc(CN2CCCN(Cc3ccc(C)cc3)S2(=O)=O)cc1	-10	0	0.2	12	12	-12	-7	1	-2	0
CCOc1ccc(-n2c(O)c(N=Nc3c(C)n(C)n(-c4ccccc4)c3=O)c(=O)[nH]c2=O)cc1	-3	0	1.3	10	.	-10	7	21	.	.
COC(=O)C1=C(c2ccc(OCc3ccccc3)cc2)C[C@@H]2CC[C@H]1N2C(=O)NC1CCN(Cc2ccccc2)CC1	-6	.	-0.5	-12	-56	12	7	11	-5	0
CN1CCC2(CC1)NC(=O)C1=C(CN(C)CC1)N2	5	-1	-1.3	11	7	-11	-12	-15	4	-3
CCOc1ccc(NC(=O)c2c(O)[nH]c(=O)[nH]c2=O)cc1	-4	-2	2.5	35	5	-35	-11	-1	5	-2
CCOP(=O)(OCC)C(O)c1ccc(Br)cc1 (stereo not drawn)	4	.	.	15	5	-15	-2	4	-6	3
O=c1[nH]c(=S)n(-c2ccccc2)c(O)c1C=NCCN1CCNCC1	0	1	0.5	.	-1	.	-13	-5	0	2
Cc1ccccc1-n1c(C)nc2sccc2c1=O	-12	-2	0.0	14	.	-14	2	-12	3	2
Cc1ccc(N2C(=O)NC(=O)/C(=C/c3ccc(-c4ccc(C(=O)O)c(Cl)c4)o3)C2=O)cc1	-5	-3	-1.5	-2	0	2	-3	7	-8	3
CC1CCC(C(C)C)C(OP(N)(=O)c2ccccc2)C1 (stereo not drawn)	-4	.	2.1	-1	.	1	-10	-1	4	2
CC(O)(CS(=O)(=O)c1ccccc1)C(=O)Nc1cccc(C(F)(F)F)c1 (stereo not drawn)	-3	-4	-0.1	18	2	-18	-11	5	-4	3
N#Cc1ccccc1Cn1cc(C(=O)c2ccco2)c2ccccc21	1	-5	0.6	-10	-4	10	11	4	-1	4
CCC(CC)C1C(C#N)=C(N)Oc2c1c(=O)oc1ccccc21 (stereo not drawn)	7	.	1.6	4	-3	-4	-10	1	2	-3
CCOC(=O)C1(CCc2ccccc2)CCN(CC(O)CO)CC1 (stereo not drawn)	0	5	-1.5	8	.	-8	-8	-2	9	0
O=C1NC(=O)N(Cc2ccco2)C(=O)/C1=C/c1cccn1CCOc1ccccc1Cl	4	.	.	26	14	-26	-6	2	-3	4
Nc1c(C(=O)OC2CCCCC2)c2nc3ccccc3nc2n1CC1CCCO1 (stereo not drawn)	-12	.	0.7	-28	10	28	-11	-32	-1	3
CCCCn1c(O)c(/C=N/N2CCCCC2c2cccnc2)c(=O)[nH]c1=S (stereo not drawn)	2	-7	0.0	-4	-9	4	-5	.	1	-4
COC(=O)C1=C(c2cccc(OCc3ccccc3)c2)C[C@@H]2CC[C@H]1N2C(=O)NCc1ccc([N+](=O)[O-])cc1	-7	-5	-0.1	-20	-4	20	-13	2	10	3
CC12CCCCC1=[N+]([O-])CN2O (stereo not drawn)	-3	1	0.7	4	.	-4	-10	3	6	-1
COc1ccc(C(=O)NC(=S)N2C[C@H]3C[C@H](C2)c2cccc(=O)n2C3)cc1OC	-1	-1	-1.3	1	-11	-1	-13	-2	2	2
COC(=O)C(c1ccccc1)N1CCCCCC1 (stereo not drawn)	8	-3	-1.7	-2	-1	2	0	-13	2	-6
COc1cc(C(=O)OC2C[C@H]3CC[C@@H](C2)N3)ccc1O (stereo partly drawn)	-1	7	-3.3	-15	5	15	-5	-9	-3	-4
CC(C)(C)n1cccc1/C=C1\C(=O)NC(=O)N(c2ccccc2)C1=O	0	-4	-1.2	-9	-5	9	-11	-14	1	6
CCN(CC)C(=O)c1ccc(NC(=O)Cn2nc(C)c3ccccc3c2=O)cc1	-8	-2	-0.1	-9	0	9	1	-6	0	0
COC(=O)C1=C(c2ccc(F)cc2F)C[C@@H]2CC[C@H]1N2C(=O)NC(C)C	-4	.	-1.8	2	4	-2	-5	7	7	-1
CSc1ccc(CNC2CN3CCC2CC3)cc1 (stereo not drawn)	2	0	-0.6	2	-5	-2	-16	-8	1	8
COc1cc(CN=Cc2c(O)n(C(C)(C)C)c(=O)[nH]c2=O)cc(OC)c1	-13	-4	11	-8	.	8	-7	2	1	0
O=C(CN1CCOCC1)c1ccc2cc[nH]c2c1	-5	0	0.3	-6	25	6	-7	-7	0	6
Cc1ccc(C)c(NC2=NCCCS2)c1	-1	.	1.5	17	-7	-17	8	-7	-3	-4
COC(=O)C1=C(c2ccc(Cl)c(C(F)(F)F)c2)C[C@@H]2CC[C@H]1N2C(=O)NCc1ccco1	-8	-1	1.2	-11	4	11	-1	6	-1	-4
CCN(CC)S(=O)(=O)N1CCC(C(=O)N2CCC3(CC2)OCCO3)CC1	5	-1	-0.3	11	1	-11	9	.	-4	-5
CCOC(=O)[C@@]1(C#N)[C@@H]2C=CC(C(N)=O)=CN2[C@@H](C(N)=O)[C@@H]1c1cccc(Cl)c1	-13	-1	0.9	22	-10	-22	-19	-3	17	-2
Cc1ccc(S(=O)(=O)N2CCCC(C(=O)N3CCC4(CC3)OCCO4)C2)cc1 (stereo not drawn)	-1	4	-1.2	34	14	-34	-2	4	-3	0
CNC(=O)N(C)c1nnc(C(C)(C)C)s1	-7	.	-0.9	13	1	-13	-9	-10	1	1
N#Cc1ncc(N=Cc2ccc(N(CCCl)CCCl)cc2)s1	2	6	-1.0	-16	-13	16	3	-3	9	-5
CCCCOC(=O)COc1cc(C)cc2oc(=O)c3c(c12)CCC3	-1	-5	0.2	-15	-5	15	-10	-4	3	-2
CC1CN(CC(=O)c2ccccc2Cl)CC(C)O1 (stereo not drawn)	0	-2	-1.9	1	18	-1	-15	5	2	-2
N#CC1c2ccccc2-n2nncc2CN1S(=O)(=O)c1cc(Cl)cc(Cl)c1 (stereo not drawn)	4	1	-0.1	-1	-6	1	2	-26	-8	-6
C/C(=N\NC(=O)c1ccccc1Cl)c1c(O)n(C2CCCCC2)c(=O)[nH]c1=O	-6	0	0.4	6	-2	-6	-8	-7	5	-3
COC(=O)Cn1cc(/C=C2\C(=O)NC(=O)N(c3ccccc3)C2=O)c2ccccc21	-37	2	-0.7	25	.	-25	-9	-5	5	2
CCC(=Nc1ccc(OC)cc1OC)c1c(O)n(C2CCCCC2)c(=O)[nH]c1=O	-19	-6	0.4	-41	.	41	-5	-5	-2	6
O=C1NC(=O)N(Cc2ccccc2)C(=O)/C1=C/c1cnc(-c2ccccc2)nc1	-4	0	-4.2	9	11	-9	-18	2	1	-2
CP(=O)(O)CN1CCCCC1	-6	0	-0.6	16	3	-16	0	21	8	-2
CC1(C)CC(n2[nH]c(=O)c3c2NC(=O)CSC3c2ccc(F)cc2)CCO1 (stereo not drawn)	5	.	1.1	-3	-2	3	-14	-3	-5	-3
CCn1c(=O)cc(OCC(=O)N2CCN(Cc3ccc4c(c3)OCO4)CC2)c2ccccc21	-4	0	-0.9	-34	.	34	0	-1	-2	-3
O=c1cccc2n1CC1CC2CN(S(=O)(=O)c2ccccc2)C1 (stereo not drawn)	3	-2	0.5	-4	-8	4	-4	-3	-4	-4
NC1CCCCC1N=Cc1c(O)n(Cc2ccc(F)cc2)c(=O)[nH]c1=O (stereo not drawn)	4	.	-0.2	7	-6	-7	-12	13	-1	-7
CC12CCC3C(CCCC4CC(=O)CCC43C)C1CCC2O (stereo not drawn)	-14	-2	-0.8	17	-1	-17	-15	1	7	2
CC12CC[C@H]3[C@@H](CCC4(O)C[C@H](O)CCC34/C=N/NC(=O)c3ccc(O)cc3)C1(O)CCC2C1=CC(=O)OC1 (stereo partly drawn)	-3	-7	-3.1	.	12	.	-11	-12	-1	4
Clc1ccc(CN2CCNCC2)cc1	6	-2	0.2	-3	-8	3	9	-2	-9	2
COc1cc(C)cc(CN2CC=C(c3ccccc3)CC2)c1O	-10	-1	-4.2	22	-9	-22	-9	-2	-3	-6
O=C(c1cccc(C(F)(F)F)c1)C1CCCN(Cc2ccccc2O)C1 (stereo not drawn)	-10	-1	0.3	16	1	-16	-3	0	-6	2
O=C(CN1CC=C(c2ccccc2)CC1)NC(=O)NCc1ccco1	1	.	-1.8	-5	-5	5	-12	6	4	-1
C/C(=N\N1CCCCC1c1cccnc1)c1c(O)n(C2CCCCC2)c(=S)[nH]c1=O (stereo not drawn)	?	-7	1.9	2	10	-2	-13	-30	23	2
Brc1ccc(CN2CCNCC2)s1	1	.	0.0	11	4	-11	-11	12	-2	0

Single records, as listed above. Order of screens: dFosB activator | Wnt act | CDK5 inh | SR-BI uptake up | MITF act | SR-BI HDL uptake | PvdQ acylase | Rtt109 Vps75 | cardiac RTF act | HTR5A ag
Listed for O=C(c1cccc(C(F)(F)F)c1)C1CCCN(Cc2ccccc2O)C1 (stereo not drawn) : -10 | -1 | 0.3 | 16 | 1 | -16 | -3 | 0 | -6 | 2
Listed for O=C1NC(=O)N(Cc2ccccc2)C(=O)/C1=C/c1cnc(-c2ccccc2)nc1 : -4 | 0 | -4.2 | 9 | 11 | -9 | -18 | 2 | 1 | -2

Later entries.
SMILES	dFosB activator	Wnt act	CDK5 inh	SR-BI uptake up	MITF act	SR-BI HDL uptake	PvdQ acylase	Rtt109 Vps75	cardiac RTF act	HTR5A ag
O=P(NCc1ccccc1)(Oc1ccccc1)Oc1ccccc1	-9	-2	1.4	9	-3	-9	9	3	-4	9
COc1ccc(CNC(=O)/C=C/c2ccc3[nH]cc(CCN(C)C)c3c2)cc1	8	-4	0.3	-1	9	1	-6	9	0	5
Cn1c(N2CCNCC2)nc2ccccc21	6	-2	-2.1	8	-1	-8	-10	8	3	2
FC(F)(F)c1ccccc1N1CC1c1ccncc1 (stereo not drawn)	4	-5	-0.3	3	.	-3	-13	1	-5	2
O=c1[nH]c(=O)n(-c2ccc(Cl)cc2)c(O)c1C=NCCN1CCCCC1	-7	-1	-0.2	16	8	-16	4	4	0	-2
C=CC1CN2CCC1CC2C(OC(C)=O)c1ccnc2ccc(OC)cc12 (stereo not drawn)	-5	2	-0.5	1	7	-1	-10	0	-4	3

Assay outcomes from PubChem.
